MPTP block – mitochondrial permeability transition pore inhibitors, primary screen, biochemical, isolated mouse mitochondria, absorbance; actives 1.4% (n = 360,000); AID 602449, 2012; Ca2+ swelling absorbance, 30 min; inhibition, % at 10 µM;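 active = inhibition of 50% or more, scaled per plate between neutral and stimulator controls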;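 note: 0% = DMSO wells given calcium and 100% = 1 mM EGTA wells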
ATG4B inh – ATG4B protease inhibitors, primary screen, biochemical, fluorescence, uHTS; ATG4B cleavage of LC3-PLA2, NBD-HPC fluorescence, 1 h; inhibition, % at 8.33 µM; Cysteine protease ATG4B (Homo sapiens), Q9Y4P1; actives 0.51% (n = 340,000); AID 504462, 2011; in the data active = inhibition above about 40%
Target sequence (Q9Y4P1 whole entry, looked up): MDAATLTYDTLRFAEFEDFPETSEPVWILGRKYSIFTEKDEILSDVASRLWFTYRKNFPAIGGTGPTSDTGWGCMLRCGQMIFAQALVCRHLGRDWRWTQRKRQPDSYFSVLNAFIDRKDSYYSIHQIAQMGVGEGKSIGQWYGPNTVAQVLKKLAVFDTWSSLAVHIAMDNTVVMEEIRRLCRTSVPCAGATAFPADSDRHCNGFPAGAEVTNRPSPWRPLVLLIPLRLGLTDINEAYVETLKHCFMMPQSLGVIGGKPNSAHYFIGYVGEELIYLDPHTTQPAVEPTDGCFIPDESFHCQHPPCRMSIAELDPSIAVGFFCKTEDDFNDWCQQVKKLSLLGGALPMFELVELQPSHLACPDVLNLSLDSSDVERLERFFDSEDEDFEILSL
SENP8 block – human SENP8 protease inhibitors, primary screen, biochemical, fluorescence, Nedd8 protein substrate, uHTS | actives 0.64% (n = 360,000) | Sentrin-specific protease 8 (Homo sapiens), Q96LD8 | inhibition, % at 20 µM | AID 602440, 2012 | recombinant SENP8; in the data active = inhibition mostly above about 40%, no sharp cut-off; inactive = mostly below about 27%
Target sequence (Q96LD8 whole entry, looked up): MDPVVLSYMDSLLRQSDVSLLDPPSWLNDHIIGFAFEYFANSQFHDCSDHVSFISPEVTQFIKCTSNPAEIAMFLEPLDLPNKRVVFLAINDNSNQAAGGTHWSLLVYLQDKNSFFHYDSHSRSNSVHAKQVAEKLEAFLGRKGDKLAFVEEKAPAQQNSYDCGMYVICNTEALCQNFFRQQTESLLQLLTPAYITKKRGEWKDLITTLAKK
SENP6 inh – SENP6 protease inhibitors, primary screen, biochemical, luminescence, uHTS; Recombinant SENP6 catalytic domain, aminoluciferin luminescence; inhibition, % at 10 µM; actives 1.8% (n = 330,000); AID 2599, 2010;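 active = inhibition above about 50% at the single tested dose, limit read from the data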;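 note: plate controls were DMSO wells with enzyme for no effect and DMSO wells lacking enzyme for full effect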
PfGluPho inh – PfG6PD enzyme inhibitors, primary screen, biochemical, fluorescence intensity, uHTS; glucose-6-phosphate dehydrogenase-6-phosphogluconolactonase (Plasmodium falciparum 3D7); PfGluPho enzyme, NADPH resazurin-diaphorase fluorescence; inhibition, % at 20 µM; actives 0.78% (n = 350,000); AID 504690, 2011;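 active = inhibition reaching at least a set limit at 20 µM in the primary screen, cut at about 59% in these data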;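 note: 0% = DMSO wells with substrate and 100% = DMSO wells lacking glucose-6-phosphate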
GRIN3A LBD mod – binders of NR3A ligand-binding domain, primary screen, biophysical, differential scanning fluorimetry, uHTS. Glutamate receptor ionotropic, NMDA 3A (GRIN3A) ligand-binding domain. NR3A LBD differential scanning fluorimetry, Tm shift; 0% = protein alone, 100% = glycine-bound protein. Tm shift relative to glycine control, % at 25 µM. actives 2.5% (n = 340,000);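 active = melting temperature shift of at least 10% of the positive control shift, at one fixed dose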
SENP7 inh – SENP7 protease inhibitors, primary screen, biochemical, luminescence, uHTS. Sentrin-specific protease 7 (Homo sapiens), Q9BQF6. recombinant SENP7, Z-RLRGG-aminoluciferin luminescence, 40 min. inhibition, % at 5 µM. actives 1.5% (n = 330,000). AID 434973, 2010;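 active = inhibition above about 50% at the single test dose, limit read from the data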;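 note: plate controls were DMSO with enzyme for no effect and no enzyme buffer wells for full effect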
Target sequence (Q9BQF6 706-1050 limits assumed): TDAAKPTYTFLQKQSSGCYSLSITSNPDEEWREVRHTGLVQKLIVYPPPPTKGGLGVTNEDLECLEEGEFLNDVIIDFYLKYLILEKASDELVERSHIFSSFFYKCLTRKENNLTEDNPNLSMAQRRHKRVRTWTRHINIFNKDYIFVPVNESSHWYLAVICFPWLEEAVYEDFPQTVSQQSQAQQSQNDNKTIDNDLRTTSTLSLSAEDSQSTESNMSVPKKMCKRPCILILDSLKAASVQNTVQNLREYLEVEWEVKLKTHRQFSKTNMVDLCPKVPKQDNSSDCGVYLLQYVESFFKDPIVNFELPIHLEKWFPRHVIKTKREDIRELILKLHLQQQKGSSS
HKDC1 inhibitor – HKDC1 hexokinase inhibitors, primary screen, biochemical, fluorescence, uHTS; Q2TB90; inhibition, % at 20 µM; AID 493160, 2011; recombinant HKDC1, G6PDH/diaphorase resazurin coupled fluorescence; actives 0.16% (n = 340,000);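 active = inhibition above about 35% when tested at 20 µM, limit read from the data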;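 note: plate controls were DMSO wells with enzyme for no effect and DMSO wells lacking enzyme for full effect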
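test system = in-house recombinant HK5 (HKDC1) enzyme | amount = HKDC1 at 5 µg/mL | control set = DMSO-enzyme wells negative, buffer-substituted wells positive | compound = one dose of 20 µM, 1% DMSO | schedule = reaction time 90 min, room temperature, protected from light | technique = resorufin fluorescence at 613 nm | reagent = glucose with 1 mM ATP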
Starred values were filed as active, the others as inactive; i = inactive; · = not tested or not shown.

structure | GRIN3A LBD mod | SENP6 inh | HKDC1 inhibitor | SENP7 inh | PfGluPho inh | MPTP block | ATG4B inh | SENP8 block
COc1ccc(CC(=O)NCc2nc(-c3ccccc3)no2)cc1 | 0 | -6 | 3 | 2 | -48 | -1.5 | -4 | 17
O=C1NC(c2ccccc2)CCO1 (centres undefined) | 4 | -1 | -5 | -2 | -14 | 0.0 | 3 | 7
O=C(Nn1c(SCc2ccccc2F)nc2ccsc2c1=O)c1ccccc1 | -18 | 4 | 2 | -2 | -36 | 3.8 | 4 | 22
COc1cc(-c2cc(C(=O)Nc3c(Cl)cc(Cl)cc3Cl)c3ccccc3n2)cc(OC)c1OC | 2 | -8 | 0 | -7 | 9 | 3.0 | -4 | -324
COC(=O)c1cc(OC)c(OC)c(OC)c1N | 1 | 4 | -8 | 0 | -3 | -3.8 | -4 | i
CC1CCN(C(=O)CCN2C(=O)/C(=C/c3cccs3)SC2=S)CC1 | -2 | -20 | 3 | 3 | -25 | 1.6 | -8 | 28
C/C(=N\Nc1nc(C)c(C)s1)c1ccc([N+](=O)[O-])cc1 | 1 | -27 | -6 | -2 | 24 | 0.8 | -1 | 9
O=C(COC(=O)c1cc(Cl)ccc1O)NNC(=O)c1ccccc1F | 2 | -31 | -3 | -4 | -5 | -0.8 | -6 | -174
Cc1ccc(S(=O)(=O)Nn2c(C)ccc2C)cc1 | -3 | -1 | -3 | -4 | 19 | -1.4 | 6 | 10
Cn1cnc(C(=O)N2CCN(C(=O)OC(C)(C)C)CC2)c1C(=O)N1CCN(C(=O)OC(C)(C)C)CC1 | 1 | -20 | -6 | -15 | 0 | -3.0 | -2 | 14
Cc1cccc(C(=O)NCC(=O)NC2CCN(Cc3ccccc3)CC2)c1 | 1 | -9 | -1 | 11 | -11 | 0.2 | 1 | -1
COc1cccc(NC(=O)COC(=O)c2ccco2)c1 | 2 | -8 | -6 | 3 | -22 | -2.9 | -8 | -9
CCOC(=O)COc1cc(-n2c(=S)[nH]c3ccccc3c2=O)c(Cl)cc1Cl | -7 | -9 | -4 | -5 | -10 | -0.2 | -4 | -6
Clc1ccc(COn2c(-c3ccc(Cl)cc3Cl)nc3ncccc32)cc1 | -9 | 3 | 0 | 1 | 4 | -18 | -8 | -6
CCCn1nnc(NC(=O)Cc2ccccc2)n1 | -2 | -10 | 3 | 3 | -9 | -2.9 | 1 | 28

Single records, from the list above.
Profile of `Cc1cccc(C(=O)NCC(=O)NC2CCN(Cc3ccccc3)CC2)c1` : GRIN3A LBD mod = 1; SENP6 inh = -9; HKDC1 inhibitor = -1; SENP7 inh = 11; PfGluPho inh = -11; MPTP block = 0.2; ATG4B inh = 1; SENP8 block = -1
Profile of `C/C(=N\Nc1nc(C)c(C)s1)c1ccc([N+](=O)[O-])cc1` : GRIN3A LBD mod = 1; SENP6 inh = -27; HKDC1 inhibitor = -6; SENP7 inh = -2; PfGluPho inh = 24; MPTP block = 0.8; ATG4B inh = -1; SENP8 block = 9

Next part
structure | GRIN3A LBD mod | SENP6 inh | HKDC1 inhibitor | SENP7 inh | PfGluPho inh | MPTP block | ATG4B inh | SENP8 block
O=C(COC(=O)c1cnccn1)c1ccc(OC(=O)c2ccccc2)cc1 | -1 | 15 | -4 | 7 | -10 | -0.4 | -3 | 21
OCCC1CN(Cc2cccc3c2OCO3)CCN1C1CCCC1 (centres undefined) | -1 | -1 | -5 | 2 | 3 | 0.4 | -5 | 1
Cn1c(=O)c2sccc2n2c(CCCC(=O)NCCc3ccc(S(N)(=O)=O)cc3)nnc12 | 1 | -7 | -4 | 0 | 5 | -1.2 | -2 | -1
CCCN(CCC)C(=O)Cn1ccc(=N)c2ccccc21 | 0 | 9 | -9 | -1 | 6 | -1.4 | -5 | -27
COC(=O)C1=C[C@@H](C(=O)OC)[C@@H]2C3=C(C(=O)[C@@]2(C)NC(=O)c2ccccc2)[C@H](c2ccccc2)n2c(=O)n(-c4ccccc4)c(=O)n2[C@@H]3C1 | -1 | -5 | 4 | -6 | 0 | · | -11 | ·
Cn1cc(CN2CCC(n3nccc3NC(=O)c3ccccc3Cl)CC2)c2ccccc21 | -2 | 5 | -4 | -13 | -2 | -0.8 | -17 | 1
Cc1cc(NC(=O)c2cc(Cl)ccc2Cl)no1 | 2 | -9 | -3 | 0 | -6 | 0.8 | -2 | 6
O=C(c1cnc2n(c1=O)CCS2)N1CCCc2ccccc21 | -1 | 1 | -11 | -10 | 5 | -1.2 | 15 | 9
O=C(COc1ccc(Br)cc1CNCCCN1CCOCC1)Nc1ccccc1 | -8 | 5 | -10 | -7 | 10 | 2.4 | -4 | 14
CC(C)Oc1ccc(C(=O)NC(=S)Nc2ccc(Cl)c(C(=O)O)c2)cc1 | 1 | 3 | 0 | 6 | -2 | 2.7 | -7 | 20
Cc1cc(OCC(=O)N(C)C2CCCCC2)cc(C)c1Cl | 1 | -7 | -5 | 2 | -1 | 2.1 | 18 | -7
O=C1CCCC(=O)N1c1ccc(NCCOCCO)c([N+](=O)[O-])c1 | -5 | -10 | 1 | 0 | 0 | -0.5 | 1 | 36
CCOC(=O)CN1C(=O)S/C(=C/c2cc(C)n(C)c2C)C1=O | 1 | -17 | 6 | 9 | 14 | -3.7 | -3 | -73
Cc1ccc(CSc2ccc(S(=O)(=O)N3CCOCC3)cn2)cc1 | 2 | -13 | 1 | -7 | 8 | -0.9 | -27 | 14
COc1ccccc1C(CNC(=O)c1ccc(OCc2c(C)noc2C)cc1)N1CCCC1 (centres undefined) | 0 | 0 | -3 | 9 | -4 | -0.5 | -22 | -2
CSc1nnc(-c2ccncc2)n1CCCN1CCCC1=O | -2 | -21 | -11 | 1 | -3 | -0.4 | -1 | 12
CN(C)Cc1ccccc1COc1ccccc1 | -3 | -10 | 15 | -6 | -17 | 0.6 | 0 | 15
CCC1CCc2c(sc3nc(SCC(=O)NCc4ccco4)n(-c4ccccc4)c(=O)c23)C1 (centres undefined) | 1 | -25 | -9 | -3 | 6 | 0.5 | -4 | 3
O=C(c1cccnc1)N1CCN(Cc2cccc(Br)c2)CC1 | -1 | -23 | -4 | 3 | -11 | 0.3 | 4 | 12
N#CNc1nc(O)cc(=O)[nH]1 | 1 | 21 | 2 | -1 | 11 | -1.2 | 1 | -53
c1cc2ccc3ccc(-n4cnnn4)c4ccc(c1)c2c34 | 0 | 0 | -3 | 0 | 9 | 24 | -19 | i
Cc1cc(C)c(NC(=O)CS)c(Cl)c1 | 2 | 7 | -6 | 4 | 0 | 0.3 | -5 | -4
CC1Cc2cc(S(=O)(=O)N3CCC(C(=O)N(C)Cc4ccccc4)CC3)ccc2N1C(=O)C1CC1 (centres undefined) | -2 | -7 | -2 | 3 | 13 | 0.6 | -5 | -2
CCC(=O)N1CCN(CCN=CC2=C(O)CC(c3ccc(OC)cc3)CC2=O)CC1 (centres undefined) | -4 | 0 | -2 | 2 | -13 | -1.6 | 4 | 5
NS(=O)(=O)c1ccc(CCNCc2cc(Cl)ccc2OCc2ccccc2)cc1 | 3 | -4 | -3 | 10 | 6 | 16 | -10 | 6
COc1ccccc1NC(=O)N(Cc1ccccc1)C1=NCC(C)S1 (centres undefined) | -3 | -13 | 0 | -4 | 13 | 0.3 | 2 | 9
C=CCOc1c(Cl)cc(C2NC(=O)NC(C)=C2C(=O)OC)cc1Cl (centres undefined) | -1 | -9 | -2 | -3 | -6 | 2.8 | -14 | -1
COc1ccc(Cc2nnc(SCC(=O)Nc3ccc(C)c(Cl)c3)[nH]c2=O)cc1 | -1 | 0 | 3 | 5 | -39 | 3.5 | 0 | 5
O=C(NC1CCCCC1)C(c1cccnc1)N(C(=O)c1csnn1)c1ccccc1F (centres undefined) | 0 | 13 | -2 | 3 | -6 | -0.2 | 5 | 3
CCN(CC)CC(O)c1ccc2ccc3ccc(O)cc3c2c1 (centres undefined) | 4 | · | 4 | · | 19 | 0.4 | -12 | -91

A different layout for part of the listing above.
The line under a structure holds: GRIN3A LBD mod | SENP6 inh | HKDC1 inhibitor | SENP7 inh | PfGluPho inh | MPTP block | ATG4B inh | SENP8 block
CC1CCN(C(=O)CCN2C(=O)/C(=C/c3cccs3)SC2=S)CC1
    -2 | -20 | 3 | 3 | -25 | 1.6 | -8 | 28
C/C(=N\Nc1nc(C)c(C)s1)c1ccc([N+](=O)[O-])cc1
    1 | -27 | -6 | -2 | 24 | 0.8 | -1 | 9
O=C(COC(=O)c1cc(Cl)ccc1O)NNC(=O)c1ccccc1F
    2 | -31 | -3 | -4 | -5 | -0.8 | -6 | -174
Cc1ccc(S(=O)(=O)Nn2c(C)ccc2C)cc1
    -3 | -1 | -3 | -4 | 19 | -1.4 | 6 | 10
Cn1cnc(C(=O)N2CCN(C(=O)OC(C)(C)C)CC2)c1C(=O)N1CCN(C(=O)OC(C)(C)C)CC1
    1 | -20 | -6 | -15 | 0 | -3.0 | -2 | 14
Cc1cccc(C(=O)NCC(=O)NC2CCN(Cc3ccccc3)CC2)c1
    1 | -9 | -1 | 11 | -11 | 0.2 | 1 | -1
COc1cccc(NC(=O)COC(=O)c2ccco2)c1
    2 | -8 | -6 | 3 | -22 | -2.9 | -8 | -9
CCOC(=O)COc1cc(-n2c(=S)[nH]c3ccccc3c2=O)c(Cl)cc1Cl
    -7 | -9 | -4 | -5 | -10 | -0.2 | -4 | -6
Clc1ccc(COn2c(-c3ccc(Cl)cc3Cl)nc3ncccc32)cc1
    -9 | 3 | 0 | 1 | 4 | -18 | -8 | -6
CCCn1nnc(NC(=O)Cc2ccccc2)n1
    -2 | -10 | 3 | 3 | -9 | -2.9 | 1 | 28
O=C(COC(=O)c1cnccn1)c1ccc(OC(=O)c2ccccc2)cc1
    -1 | 15 | -4 | 7 | -10 | -0.4 | -3 | 21
OCCC1CN(Cc2cccc3c2OCO3)CCN1C1CCCC1 (centres undefined)
    -1 | -1 | -5 | 2 | 3 | 0.4 | -5 | 1

The listing continues:
structure | GRIN3A LBD mod | SENP6 inh | HKDC1 inhibitor | SENP7 inh | PfGluPho inh | MPTP block | ATG4B inh | SENP8 block
CCOc1ccc(OCC)c(NC(=O)CC2Oc3ccc(C)cc3NC2=O)c1 (centres undefined) | -2 | -3 | 9 | 6 | 15 | -1.1 | 1 | 7
O=C(NCC(c1cccs1)N1CCOCC1)c1cc(-c2ccc(F)cc2)nc2ccccc12 (centres undefined) | -6 | -17 | 4 | -8 | -5 | 1.3 | -5 | -109
CCOC(=O)CSc1nnnn1-c1cc(OC)c(Cl)cc1OC | -3 | -8 | -6 | -4 | 5 | 0.7 | -8 | 1
CCOc1ccc(CN(C(=O)c2ccccn2)c2ccc(OC)c(Cl)c2)cc1 | -2 | -9 | -1 | 1 | 0 | 1.8 | -2 | 1
Cc1ccc(CSCCC(=O)NCCc2ccc(Cl)cc2)cc1 | 2 | 4 | -6 | 2 | 10 | 10 | 37 | 12
O=C1c2ccccc2NC(c2cccc(Cl)c2)N1N=C1CCCCCC1 (centres undefined) | -1 | -2 | -2 | 2 | -5 | -0.2 | -6 | -347
O=C(Nc1ccc(Cl)cc1)NC1CCCCC1Cc1ccco1 (centres undefined) | 5 | -6 | 2 | 1 | 6 | 105* | 70* | 17
COc1cc2c(cc1OC)C(=S)NC1(CCCC1)C2 | -2 | -8 | -8 | -9 | -7 | -1.3 | 4 | 6
CCCCCC1CC(CC(=O)Nc2nncs2)C(=O)O1 (centres undefined) | 1 | -12 | 3 | -2 | -20 | 0.9 | -7 | 12
COc1ccc(NC(=O)c2cc(F)cc(F)c2)cc1S(=O)(=O)N1CCCCC1 | -2 | -13 | -1 | 11 | 11 | 0.1 | -13 | 15
